# Screening results from PubChem BioAssay.
# LGR2 antag = inhibitors of bursicon-induced Drosophila LGR2 receptor cAMP signaling. HEK293 LGR2, CRE-luciferase, bursicon-stimulated, 4 h. inhibition, % at 9.99 µM. 0.35% of 380,000 active. AID 720647;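 active = drop in luminescence signal, shown as inhibition above about 50% in the replicate tests, limit read from the data, passing the limit was not always enough; inconclusive = probably only some replicates passing the limit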;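 also: agonist challenge used bursicon conditioned medium at about half maximal strength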
# esBAF inh = SWI/SNF esBAF complex inhibition | mouse ES cells, Bmi1-luciferase knock-in reporter, 24 h; 100% = twice the neutral-well signal | reporter increase, % at 12.5 µM | 2% of 350,000 active; in the data active = activation above about 40%; inconclusive = no clear call, values can overlap the other calls;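 also: 0% = median of the plate's neutral control wells and 100% = double that signal; a rise in the Bmi1 reporter signal indicates esBAF inhibition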
# CASP6 VEID inh = caspase-6 (human) enzyme inhibition. P55212. purified caspase-6, Z-VEID-R110 cleavage fluorescence. inhibition, % at 12.5 µM. 0.53% of 350,000 active;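 active = mean inhibition across replicates at least about 35%, with every replicate also reaching that limit, limit read from the data; inconclusive = only one of the two criteria met; inactive = neither criterion met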;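 also: 0% = median of neutral control wells and 100% = no fluorescence left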
# Target sequence (P55212 24-179 limits assumed): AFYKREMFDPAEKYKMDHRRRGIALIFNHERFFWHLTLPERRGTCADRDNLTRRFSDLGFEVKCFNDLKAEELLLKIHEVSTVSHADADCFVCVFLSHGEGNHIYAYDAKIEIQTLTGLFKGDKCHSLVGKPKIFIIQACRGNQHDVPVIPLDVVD
# Target sequence (P55212 194-293 limits assumed): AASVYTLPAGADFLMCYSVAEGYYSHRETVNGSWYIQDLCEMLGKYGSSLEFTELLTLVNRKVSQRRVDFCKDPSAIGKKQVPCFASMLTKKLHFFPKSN
# S100A4 inh HTS = blocks human S100A4 binding to myosin IIA peptide. P26447. S100A4/TAMRA-MyoIIA peptide fluorescence polarization. inhibition, % at 10.7 µM. 0.14% of 360,000 active;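 active = mean inhibition of at least 70% across replicates, with every replicate also reaching that level; inconclusive = mean inhibition reaches 70% but some replicates fall short; inactive = mean inhibition below 70%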
# Target sequence (P26447 whole entry, looked up): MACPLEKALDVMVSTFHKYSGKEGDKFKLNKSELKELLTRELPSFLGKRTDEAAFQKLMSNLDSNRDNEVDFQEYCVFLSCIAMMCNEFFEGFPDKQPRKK
#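 System – human S100A4 monomer protein, biochemical binding assay · Buffer or medium – Calcium-containing HEPES buffer, pH 7.2 · Timing – 5 min between mix addition and reading · Also added – TAMRA-labelled myosin IIA heavy-chain peptide probe, 5 nM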
# SIRT5 block = sirtuin-5 (human) deacylase inhibition. Q9NXA8. Purified SirT5, succinyl-peptide AMC, trypsin-coupled fluorescence. inhibition, % at 15 µM. 1.1% of 330,000 active. AID 652115; in the data active = inhibition above about 15%; inconclusive = no clear call, values can overlap the other calls
# Target sequence (Q9NXA8 whole entry, looked up): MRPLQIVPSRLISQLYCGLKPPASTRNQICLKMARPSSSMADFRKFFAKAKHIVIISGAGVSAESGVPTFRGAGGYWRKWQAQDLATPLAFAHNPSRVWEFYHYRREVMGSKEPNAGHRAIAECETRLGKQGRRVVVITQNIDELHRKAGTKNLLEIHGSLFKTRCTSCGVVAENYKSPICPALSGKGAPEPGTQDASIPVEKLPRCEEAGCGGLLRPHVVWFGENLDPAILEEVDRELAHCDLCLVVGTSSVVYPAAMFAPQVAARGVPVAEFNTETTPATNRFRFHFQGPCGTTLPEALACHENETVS
# Statin myotox sup = protects C2C12 myotubes from simvastatin toxicity; rescue of ATP level, % at 7.49 µM; 0.78% of 330,000 active; ATP luminescence, 48 h; scaled: DMSO 0, geranylgeraniol control 100; AID 602340;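 active = mean ATP rescue above about 67%, or every replicate alone reaching that limit, limit read from the data, passing the limit was not always enough; inconclusive = no clear call, values can overlap the other calls; inactive = mean under the limit and some replicate under it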;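 also: myotubes were challenged with 10 µM simvastatin during compound exposure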
# FN deposition inh = fibronectin deposition inhibition; AH1F fibroblasts, Alexa488-fibronectin deposition fluorescence, overnight; inhibition, % at 12.6 µM; 0.086% of 350,000 active;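 active = mean inhibition across replicates of 30% or more, regardless of how many single replicates reach that level; inconclusive = mean under 30% yet at least half of replicates reach 30%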;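 also: positive control wells lacked labelled fibronectin entirely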
#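 Material: AH1F fibroblast monolayer depositing Alexa488-labelled fibronectin into matrix / Amount: 10000 AH1F cells per well / Signal: fluorescence 485/525 nm / Medium: DMEM, 2% serum / Compound: single dose, pinned / Incubation: 1 h cell adhesion before compound, then overnight fibronectin incubation / Reagent: Alexa488-FN, 24 nM final / Read-out: inhibition of fibronectin deposition signal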
# An asterisk follows results filed as active; u = inconclusive; x = no result given; & = joins results of further samples. These rows are one share of the data, so the mix of outcomes need not match the whole.
molecule,SIRT5 block,FN deposition inh,S100A4 inh HTS,LGR2 antag,esBAF inh,CASP6 VEID inh,Statin myotox sup
CO[C@@H]1CN(C)C(=O)c2cc(NC(=O)NC3CCCCC3)ccc2OC[C@H](C)N(CCc2ccccc2)C[C@H]1C,3.7,7.0,16.9,36.7,2.9,-0.2,-105.3
O=C(CCCCl)NC(=S)Nc1ccc(CN2CCOCC2)cc1,-1.9,-4.9,1.3,-15.9,x,0.0,x
COC(=O)c1ccc(Cn2nc(-c3ccc(C)c(C)c3)ccc2=O)cc1,1.6,3.4,-4.0,-38.6,6.9,0.4,5.2
C[C@H](CO)N1C[C@H](C)[C@@H](CN(C)C(=O)Nc2cccc3ccccc23)OCCCC[C@H](C)Oc2ccc(N(C)C)cc2C1=O,2.8,x,-1.7,9.8,5.1,-5.5,13.3
CCOc1ccc(C2c3cc(OC)c(OC)cc3CC(=O)N2c2ccccc2)cc1 (configuration not stated),x,3.2,x,20.5,-5.2,x,38.2
O=C(Cn1c(=O)oc2cc(S(=O)(=O)N3CCCC3)ccc21)NC1CCCc2ccccc21 (configuration not stated),-2.2,8.4,-4.0,9.0,0.1,0.1,6.1
CCOC(=O)[C@]12CCC=C1N(Cc1ccco1)C(=O)[C@H](CC(=O)NCc1cccs1)C2,1.2,19.9,-2.3,0.5,x,3.1,x
COc1ccc(CN(C)C[C@@H]2OCCCC[C@@H](C)Oc3ccc(NC(=O)Nc4ccc5c(c4)OCO5)cc3C(=O)N([C@H](C)CO)C[C@H]2C)cc1,2.1,12.9,1.5,16.2,1.3,1.3,x
O=C(Nc1ccc2c(c1)CCCN2C(=O)c1cccs1)c1ccccc1,-5.5,-3.3,1.3,-5.9,14.9,2.3,-58.7
O=C(C1CCOCC1)N1CC2(C1)[C@H](c1ccccc1)[C@@H](CO)N2Cc1ccc(Cl)cc1,1.0,x,2.4,-19.4,x,1.4,x
COc1ccccc1NC(=O)CCN1C(=O)/C(=C\c2cc(OC)c(OC)c(OC)c2)SC1=S,-4.6,-0.4,-2.9,5.9,6.8,-1.8,17.6
O=C(O)C[C@H]1c2ccc(C(F)(F)F)cc2S(=O)(=O)N1C1CCCCC1,-4.5,9.6,-0.5,x,-0.5,-4.4,24.5
CCS(=O)(=O)N1Cc2ccccc2CC1C(=O)Nc1nnc(C2CC2)s1 (configuration not stated),-0.7,-3.9,-6.5,-10.2,x,1.5,x
CC(C)CC#Cc1ccc2c(c1)O[C@H](CN(C)C(=O)Cc1ccncc1)[C@H](C)CN([C@@H](C)CO)S2(=O)=O,14.6,x,-8.3,-4.8,-4.3,1.2,2.6
Cc1ccc(C(=O)NCCc2cc3ccc(C)c(C)c3[nH]c2=O)cc1[N+](=O)[O-],1.6,4.8,0.1,0.4,x,8.7,x
C[C@H](CO)N1C[C@H](C)[C@@H](CN(C)C(=O)C2CCCCC2)Oc2ncc(-c3ccccc3F)cc2C1=O,-0.1,x,6.5,9.7,1.2,-1.0,-28.6
C/C(=N/OCO/N=C(/C)c1ccc(F)cc1)c1ccc(F)cc1,-1.9,-3.0,2.5,10.4,x,2.3,x
COc1ccccc1OCC(=O)Nc1ccc(Cl)cc1,x,3.8,x,x,17.8,x,3.7
CO[C@@H]1CN(C)C(=O)c2cc(NC(=O)c3ccccc3F)ccc2OC[C@@H](C)N(C)C[C@@H]1C,-14.8,4.4,-37.1,4.6,10.3,11.7,-9.2
CO[C@@H]1CN(C)C(=O)c2ccc(NC(=O)Nc3c(C)noc3C)cc2OC[C@@H](C)NC[C@@H]1C,-7.0,-8.4,-4.8,3.4,0.0,x,-27.1
C[C@@H]1CN([C@H](C)CO)C(=O)c2cc(NC(=O)Cc3ccccc3)ccc2O[C@@H]1CN(C)C(=O)Nc1cccc2ccccc12,1.3,x,-9.9,6.0,-0.8,-0.5,-0.4
CCOc1ccc(NC(=O)CCSc2nc3c(c(CC)c2C#N)C(=O)CC(C)(C)C3)cc1,x,x,x,5.9,-1.9,x,-14.0
COC(CNC(=O)c1ccc2c(c1)nc(C)n2-c1cccc(C)c1)OC,-2.7,2.0,-7.6,6.3,5.8,0.9,1.1
CC(C)Oc1ccccc1/C=N/NC(=O)c1ccc(F)cc1,x,5.7,x,0.1,-3.2,x,15.6
COc1ccc(NC(=O)C2CC(=O)N(CCc3ccc(Cl)cc3)C2)cc1 (configuration not stated),-0.4,7.3,-3.2,-2.4,-2.0,1.3,10.2

# Continued.
molecule,SIRT5 block,FN deposition inh,S100A4 inh HTS,LGR2 antag,esBAF inh,CASP6 VEID inh,Statin myotox sup
CC1CN(C(=O)COC(=O)c2cc3ccccc3cc2O)CC(C)O1 (configuration not stated),-3.0,x,-42.4,-18.2,2.7,0.2,1.4
Nc1ccc(-c2nc(-c3ccccc3)nc3ccccc23)cc1,-5.5,-0.4,-3.1,-15.6,-3.5,x,3.2
NS(=O)(=O)c1ccc(CNC(=O)c2cccc(S(=O)(=O)N3CCc4ccccc43)c2)cc1,2.2,-7.2,12.5,-10.2,2.1,13.5,5.1
CCC(=O)N1CC[C@@H]2[C@H]1c1cc(-c3cccc(F)c3)ccc1N(C)[C@@H]2CO,x,-8.2,x,-12.1,-5.5,x,21.5
C[C@H]1CN([C@@H](C)CO)C(=O)c2cccc(NS(=O)(=O)c3ccccc3)c2O[C@H]1CN(C)Cc1ccc(Oc2ccccc2)cc1,1.2,x,-15.0,-13.5,-1.8,0.3,u
COCC(=O)Nc1ccc2c(c1)C(=O)N(C)C[C@@H](OC)[C@@H](C)CN(C(=O)NC(C)C)[C@@H](C)CO2,-0.5,-6.4,7.5,6.2,-1.7,x,-8.7
CCc1nc2ccc(C(=O)NCCCN(C)C)cn2c1N(C)Cc1ccc(OC)cc1,1.0,-1.8,-6.9,-6.5,-3.6,-28.6,-11.7
CCCC#Cc1ccc2c(c1)O[C@@H](CN(C)Cc1ccc3c(c1)OCO3)[C@H](C)CN([C@@H](C)CO)S2(=O)=O,0.7&2.8,-3.0&3.7,11.5&-15.6&-33.6,11.1&-35.8,1.9&-11.6&-3.1,-0.6&-1.0&-0.8,-10.4&-62.2&-59.7
COC(=O)COc1ccc(-c2nccc(-c3ccccn3)n2)cc1,-1.6,2.2,-3.9,-21.7,-62.0,2.0,-5.6
CCC(=O)Oc1ccc(C(=O)Nc2c[nH]c(=O)[nH]c2=O)cc1,x,2.4,-5.7,2.8,x,1.1,x
COc1ccccc1CN1CC[C@H]2[C@H](CO)Nc3ccc(-c4cccc(F)c4)cc3[C@H]21,x,-9.2,x,-9.0,12.1,x,5.0
CCc1c(C#N)c(SCCC(=O)Nc2cccc(OC)c2)nc2c1C(=O)CC(C)(C)C2,x,x,x,-11.2,1.1,x,11.5
O=C(N[C@H]1C/C=C\C(c2ccc(F)cc2)N(Cc2ccccc2)C(=O)C1)OCC1c2ccccc2-c2ccccc21 (some centres not stated),2.8,x,3.7,-23.7,4.6,-3.0,0.6
COc1cccc(C2=CC(=O)C[C@H](c3ccc(Cl)cc3)C2)c1OC,x,10.3,-5.7,-12.2,-1.6,-2.5,12.4
N#C[C@H]1[C@@H](c2ccc(C3=CCCCC3)cc2)[C@@H](CO)N1S(=O)(=O)c1cccc(F)c1,1.3,3.7,-7.5,5.1,-5.4,1.2,-6.6
C[C@@H]1CN([C@@H](C)CO)C(=O)c2cc(NC(=O)CCCN(C)C)ccc2O[C@H]1CN(C)C,3.4,-0.5,-1.6,7.7,-3.0,-0.4,0.8
COc1ccc(S(=O)(=O)N(C)C[C@H]2Oc3ccc(NC(=O)CCCN(C)C)cc3C(=O)N([C@H](C)CO)C[C@@H]2C)cc1,-1.8,x,-5.3,13.8,-5.7,-1.7,4.8
O=C(Nc1ccccc1N1CCOCC1)c1ccc2c(c1)OCO2,0.0,0.4,-1.7,-2.2,x,0.1,x
COc1cccc(C(=O)COC(=O)c2ccc(NC(=O)c3ccccc3)cc2)c1,-3.0,-3.0,-0.1,-1.1,x,-2.3,x
N#Cc1ccccc1OCC(=O)Nc1ccc2c(c1)OCCCO2,-1.1,-4.4,1.7,-59.9,73.5*,-1.4,-1.0
CC(=O)NC[C@@H]1[C@@H](c2ccc(C3=CCCCC3)cc2)[C@@H](CO)N1C(=O)C1CC1,-1.3,13.4,-14.7,-7.4,x,1.3,x
C[C@@H]1CN([C@H](C)CO)C(=O)c2cccc(NC(=O)C3CCCCC3)c2O[C@H]1CN(C)Cc1ccc(C(=O)O)cc1,-1.8,x,-7.3,15.1,-1.5,2.2,-5.9
COCCCNCCCCOc1ccc(Br)cc1Cl,-4.6,8.2,-2.8,19.8,-3.5,-5.5,6.9
COc1ccccc1N1CCN(c2ncnc3nc[nH]c23)CC1,x,3.6,-2.4,10.7,3.8,-0.4,2.6
CCOC(=O)c1[nH]c(C)c(C(=O)NCCCOC(C)C)c1C,-1.6,x,1.3,-5.3,-10.7,-0.3,-30.7

# Later entries
molecule,SIRT5 block,FN deposition inh,S100A4 inh HTS,LGR2 antag,esBAF inh,CASP6 VEID inh,Statin myotox sup
CCOC(=O)c1cnc2ccc(OC)cc2c1Nc1ccc(N2CCN(C)CC2)cc1,1.8,5.1,3.8,8.7,5.3,-24.5,-6.2
O=C1N=c2ccc(Br)cc2=C1c1sc(=S)n(NS(=O)(=O)c2ccccc2)c1O,0.6,-0.6,-4.2,1.9,x,14.0,x
Cc1nc(SCC(=O)NC2CCCC2)c2c(C)c(C)sc2n1,-0.5,-3.9,2.8,-3.3,-3.2,-4.7,8.8
O=C(CCC1CCCCC1)NCc1ccccn1,0.1,-5.1,0.7,-2.5,x,-2.7,x
CC(C)Oc1ccc(S(=O)(=O)N2CCCCC2)cc1NC(=O)C1CCCC1,0.7,-5.2,-2.9,18.2,-3.9,0.3,-2.7
CN(C(=O)COC(=O)C1CCN(S(=O)(=O)c2ccc3c(c2)OCCO3)CC1)C1CCS(=O)(=O)C1 (configuration not stated),0.5,-7.1,-3.4,-8.8,-1.2,1.2,-8.5
COc1ccc(C(c2nnnn2C(C)(C)C)N2CCN(C/C=C/c3ccccc3)CC2)cc1 (configuration not stated),0.8,x,0.2,14.1,0.6,0.2,6.9
CCOc1ccccc1NC(=O)CSc1nnc(NC(=O)c2ccco2)s1,-5.6,5.1,-1.2,11.1,7.0,0.9,-7.5
Cc1noc(C)c1S(=O)(=O)Nc1ccc2c(c1)C(=O)N([C@H](C)CO)C[C@@H](C)[C@@H](CN(C)S(=O)(=O)c1cn(C)cn1)OCCCC[C@H](C)O2,-0.4,-0.8,-7.4,-8.6,-2.0,-1.2,x
COc1ccc(S(=O)(=O)Nc2ccc3c(c2)C(=O)N([C@H](C)CO)C[C@@H](C)[C@H](CN(C)Cc2ccc(C(F)(F)F)cc2)O3)cc1,-2.9,x,4.8,-5.7,-4.5,-0.4,9.0
Cc1ccc(C(NC(=O)N2CCN(C)CC2)C(Cl)Cl)cc1F (configuration not stated),2.6,5.9,-1.9,x,x,0.7,x
COC(=O)CSc1ccc2nnc(-c3ccc(F)cc3)n2n1,0.7,x,-3.6,-20.7,5.4,0.3,5.1
C[C@@H]1CN([C@@H](C)CO)C(=O)c2cc(NS(=O)(=O)c3cn(C)cn3)ccc2O[C@H]1CN(C)S(=O)(=O)c1cn(C)cn1,x,x,x,-5.0,-2.0,x,2.5

# esBAF inh, what is marked active above.
smiles | SIRT5 block | S100A4 inh HTS | LGR2 antag | esBAF inh | CASP6 VEID inh
N#Cc1ccccc1OCC(=O)Nc1ccc2c(c1)OCCCO2 | -1.1 | 1.7 | -59.9 | 73.5* | -1.4
